# SW480 rereplic – A quantitative high throughput screen for small molecules that induce DNA re-replication in SW480 colon adenocarcinoma cells; SW480 DNA re-replication, Hoechst DNA content imaging, 48 h; Potency, µM (top dose mostly 46.1 µM), without a hit: at the highest dose re-replication activation, hits mostly activators; actives 1.8% (n = 340,000); AID 624297, 2012; further: potency means the concentration at half of the fitted maximal effect; % of control where 0% means no effect; nearly all actives have a fitted effect of over 55% in size
#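 Treated cells incubate 48 hr (37 C, 5% CO2), are stained 40 min with Hoechst, and nuclear fluorescence is enumerated; a rise in nuclei with high DNA signal marks re-replication.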
# HT1080 IDH1KD tx – qHTS for induction of synthetic lethality in tumor cells producing 2HG: qHTS for the HT-1080-IDH1KD cell line. Potency, µM (top dose mostly 46.1 µM), without a hit: at the top dose activity, negative = toxicity, hits mostly cytotoxic. actives 2% (n = 360,000). HT-1080 IDH1 knockdown viability, ATP luminescence, 48 h;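 further: potency means the concentration at half of the fitted maximal effect; 0% = DMSO wells and -100% = cell-free medium wells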
#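 IDH1KD HT-1080 cells, 750/well, RPMI + 5% FBS; compound pinned after 2 h settling; 48 h, 37 °C; CellTiter-Glo luminescence; % activity normalised to DMSO and no-cell wells; curves fitted, classed by r2 and efficacy.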
# HT1080NT lethal – qHTS for induction of synthetic lethality in tumor cells producing 2HG: qHTS for the HT-1080-NT fibrosarcoma cell line; HT-1080-NT fibrosarcoma viability, CellTiter-Glo ATP luminescence, 48 h; Potency, µM (doses to about 46.1 µM), for inactives: at the top dose activity, negative = less viability, most hits filed as cytotoxic; actives 1.6% (n = 360,000);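 further: NT is the 2HG producing partner of a matched IDH1 knockdown line; potency means the concentration at half of the fitted maximal effect; 0% = DMSO-treated cells and -100% = media-only wells without cells; nearly all actives have a fitted effect of over 55% in size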
#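 Luminescent CellTiter-Glo readout after 48 hours of compound exposure at 37 degrees C defined viability of HT-1080-NT cells. Activity was normalized to DMSO wells and cell-free media wells; concentration-response curves were fitted and assigned curve classes.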
# HEK293 tox – qHTS of GLP-1 Receptor Inverse Agonists: Cytotox Screen. actives 0.13% (n = 410,000). HEK293 cAMP-luciferase reporter cells, luminescence, 24 h. Potency, µM (titrated, usually from 38.3 µM), without a hit: at the top dose activity change, negative = inhibition, actives largely listed as inhibitors;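 further: loss of luciferase light is scored as toxicity; potency means the concentration at half of the fitted maximal effect; on the % scale 0 is the no-effect control and ±100 the full control effect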
#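 1536-well qHTS counterscreen of the MLSMR; 200 cells/uL, 12 h pre-incubation, 23 nL cpd, 24 h at 37 deg C 5% CO2, luciferase detection reagent, 12 min RT, luminescence. Inhibition = undesired.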
# MCF10A rerep – A quantitative high throughput screen for small molecules that induce DNA re-replication in MCF 10a normal breast cells | MCF 10A DNA re-replication, Hoechst nuclear intensity, 48 h | Potency, µM (highest dose often 46.1 µM), without a hit: at the highest dose activity, positive = re-replication, usual class: activators | actives 2.9% (n = 350,000); further: potency means the concentration at half of the fitted maximal effect; % of control where 0% means no effect; nearly all actives have a fitted effect of over 50% in size
# D3 ag – qHTS of D3 Dopamine Receptor Agonist: qHTS | max activation, % | actives 0.58% (n = 410,000) | D3R DiscoveRx beta-arrestin cells, luminescence, 90 min | AID 652048, 2013 | D(3) dopamine receptor (Homo sapiens), P35462; in the data active means max activation above about 30%; further: 0% is about no effect; mostly tested at two doses, the higher about 12 µM
# Target sequence (P35462 whole entry, looked up): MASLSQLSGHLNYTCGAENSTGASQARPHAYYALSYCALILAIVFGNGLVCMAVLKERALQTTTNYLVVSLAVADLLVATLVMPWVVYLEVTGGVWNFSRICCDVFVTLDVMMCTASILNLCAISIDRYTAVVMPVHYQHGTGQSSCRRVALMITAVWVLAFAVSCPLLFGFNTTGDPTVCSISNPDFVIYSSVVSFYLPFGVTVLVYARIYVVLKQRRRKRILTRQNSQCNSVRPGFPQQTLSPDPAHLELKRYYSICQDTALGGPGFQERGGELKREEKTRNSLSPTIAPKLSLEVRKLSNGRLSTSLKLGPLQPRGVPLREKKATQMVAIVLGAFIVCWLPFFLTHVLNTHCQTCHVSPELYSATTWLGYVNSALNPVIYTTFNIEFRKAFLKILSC
#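 Agonist mode: compounds and dopamine controls were applied to plated cells for 90 min at 37 degrees C after an overnight attachment at 1500 cells/well. Luminescent read-out followed 30 - 60 minutes at room temperature with DiscoveRx detection reagent.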
# IL1B secr inh – qHTS for Inhibitors of Inflammasome Signaling: IL-1-beta AlphaLISA Primary Screen; activity change, % at 57.5 µM; actives 4.7% (n = 360,000); AID 743279, 2014; THP-1 LPS/ATP IL-1B secretion, AlphaLISA, 16 h; hits give low values; in the data active means activity change below about -50%; inconclusive means mostly about -30% to -49%; further: on the % scale 0 is the no-effect control and ±100 the full control effect
#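 THP-1 cells pretreated 1 hr with compounds (up to 57.5 uM final), then stimulated with LPS (250 ng/mL final) plus ATP (1.25 mM final); secreted IL-1B measured by AlphaLISA after 16 hr, decreased signal indicating inhibition.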
# KB-3-1 tox – qHTS assay for MDR1-selective chemotherapeutics: Primary screen using the parental adenocarcinoma cell KB-3-1; KB-3-1 viability, CellTiter-Glo ATP luminescence, 72 h; Potency, µM (highest dose often 46.1 µM), inactives show top-dose activity change, negative = cytotoxic, most hits filed as cytotoxic; actives 1.4% (n = 400,000); further: potency means the concentration at half of the fitted maximal effect; on the % scale 0 is the no-effect control and ±100 the full control effect; nearly all actives have a fitted effect of over 60% in size
#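 KB-3-1 cells, DMEM (no phenol red) + 10% FBS; compound by pin transfer, 72 h, 37 °C. Readout: CellTiter-Glo luminescence after 10 min. Data normalized, curve-fitted.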
# KB-V1 MDR tox – qHTS assay for MDR1-selective chemotherapeutics: Primary screen using the drug-selected MDR subline cells KB-V1; KB-V1 MDR cells viability, CellTiter-Glo, 72 h; Potency, µM (series often up to 46.1 µM), for the others: at the highest dose activity change, negative = cytotoxicity, hits mostly cytotoxic; actives 3.4% (n = 400,000); AID 1347076, 2019; further: potency means the concentration at half of the fitted maximal effect; on the % scale 0 is the no-effect control and ±100 the full control effect; nearly all actives have a fitted effect of over 60% in size
#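 qHTS viability screen in drug-selected KB-V1 MDR cells: 72 h compound treatment at 37 degrees C, ATP luminescence end point.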
# Starred values were filed as active, the others as inactive; u = inconclusive; x = no result given; & = joins results of further samples; [ ] = remark or other dose. Unless noted, the call rests on the fitted dose curve; in most records, active means well fitted curve in the direction sought with a large enough effect; inconclusive means small, poorly fitted or top-dose-only effect, or another doubt; inactive means no such curve, though single readings can be large; an effect the other way counts as inactive or inconclusive.
SMILES,SW480 rereplic,HT1080 IDH1KD tx,HT1080NT lethal,HEK293 tox,MCF10A rerep,D3 ag,IL1B secr inh,KB-3-1 tox,KB-V1 MDR tox
CC1CC(C)(C)NC(=S)N1CC(=O)NCc1ccccc1Cl (stereo not given),0%,-2%,9%,-4%,-6%,1,26,13%,u
O=C(COc1ccc(Cl)cc1)Nc1ccc(C(=O)O)cc1NC(=O)COc1ccc(Cl)cc1,1%,1%,1%,-1%,10%,5,-18,1%,u
CN(C)c1ccc(C(=O)NCc2ccc3c(c2)OCO3)cc1,-5%,-1%,3%,-2%,-5%,2,-19,-2%,-1%
CC(=O)N1CCN(S(=O)(=O)c2ccc(C)cc2)C1C(C)C (stereo not given),-13%,14%,2%,8%,-2%,0,4,10%,-8%
CN1CCN(C(=O)Nc2cccc3ccccc23)CC1,u,9%,-1%,4%,2%,-2,-10,0%,-15%
C=CCN(c1ccc(C(=O)NC(C)C)cc1)S(C)(=O)=O,2%,-2%,-4%[9.24 µM],-3%,2%,21,-7,2%,15%
OC(c1ccc(F)c(F)c1)c1nc(-c2cncnc2)cs1 (stereo not given),x,5%,12%,-4%,x,8,29,0%,3%
CCS(=O)(=O)Nc1ccc(C2=NN(S(C)(=O)=O)C(c3cccs3)C2)cc1 (stereo not given),3%,-13%,-11%,-7%,-3%,7,9,-6%,-7%
CN1CCN(C(=O)C(=O)Nc2c3c(nn2-c2ccc(Cl)cc2)CSC3)CC1,x,x,x,-5%,x,4,x,21%,-3%
CCN1CCN(c2ccc(S(=O)(=O)N3CCOCC3)cc2NC(=O)c2ccccc2SC)CC1,-2%,-1%,4%,0%,5%,4,1,-1%,-27%
CCCCc1nc(NCCO)c(C#N)c2c1CCCC2,3%,u,-30%,-2%,19%,4,-17,-17%,u
O=C(CN1C(=O)c2ccccc2C1=O)N1CCN(c2nnc(-c3ccccc3)c3ccccc23)CC1,-4%,-8%,-4%,-13%,16%,2,10,u,u
Cc1[nH]c2ccccc2c1[C@H]1[C@@H](CC#N)C1(C)C,u,-14%,-12%,8%,u,-8,7,u,4%
O=C(Nc1ccc(S(=O)(=O)NCc2ccco2)cc1)C1CCCCC1,-1%,0%,-6%,7%,13%,-3,6,-21%,u
CCC(C)NC(=O)COC(=O)Cc1sc(N)nc1-c1ccc(C)cc1 (stereo not given),-3%,2%,19%,-3%,0%,4,51,0%,0%
Cc1ccccc1Cn1cc(NC(=O)c2nc3ncccn3n2)cn1,u,-22%,u,10%,u,-18,-12,u,0%
COc1cccc(Cn2c(SCc3ccc(C(=O)N4CCC(C)CC4)cc3)nc3ccncc32)c1,x,x,x,-1%,x,9,x,3%,10%
Cc1nn(S(=O)(=O)c2ccc(F)cc2)c(C)c1S(=O)(=O)N1CCCCC1,5%,5%,5%,5%&-7%,4%,3&-2,5,-6%&4%,4%&12%
CCCCn1c(SCC(=O)c2ccc(O)cc2O)nc2cc(S(N)(=O)=O)ccc21,-3%,-19%,-11%,-2%,-1%,-3,14,0%,0%
CC(=O)Nc1ccc(C(=O)N2CCCCC2c2cc(C(=O)N3CCOCC3)no2)cc1 (stereo not given),x,0%,27%,6%,x,1,-17,-1%,11%
COc1ccc(C(=O)NCCc2nnc3ccc(SCC(=O)Nc4ccccc4F)nn23)cc1,6%,0%,0%,6%,u,1,-8,x,x
CC(C)CCNC(=O)CNC(=S)N(CCCN1CCOCC1)Cc1cccs1,6%,13%,1%,5%,2%,-22,-7,4%,-5%
COc1cc(SC)ccc1C(=O)Nc1nc(C)cs1,0%,u,u,8%,18%,-3,3,5%,-17%
CC(C)c1nc(CNC(=O)CCc2nnc(-c3ccsc3)o2)cs1,-2%,3%,-3%,-6%,u,-4,35,-1%,-3%
CC(=O)c1nn(-c2ccc(Cl)cc2)cc1C(=O)c1ccccc1,-10%[9.22 µM],-18%,-5%,-7%,u,-2,-14,-20%,-11%

# Copied from the list:
# Value of CC(C)c1nc(CNC(=O)CCc2nnc(-c3ccsc3)o2)cs1 under KB-V1 MDR tox: -3%
# Value of CCC(C)NC(=O)COC(=O)Cc1sc(N)nc1-c1ccc(C)cc1 (stereo not given) under KB-3-1 tox: 0%

# In a second layout: seven of the compounds above.
# Every second line gives: SW480 rereplic	HT1080 IDH1KD tx	HT1080NT lethal	HEK293 tox	MCF10A rerep	D3 ag	IL1B secr inh	KB-3-1 tox	KB-V1 MDR tox
> C=CCN(c1ccc(C(=O)NC(C)C)cc1)S(C)(=O)=O
→ 2%	-2%	-4%[9.24 µM]	-3%	2%	21	-7	2%	15%
> OC(c1ccc(F)c(F)c1)c1nc(-c2cncnc2)cs1 (stereo not given)
→ x	5%	12%	-4%	x	8	29	0%	3%
> CCS(=O)(=O)Nc1ccc(C2=NN(S(C)(=O)=O)C(c3cccs3)C2)cc1 (stereo not given)
→ 3%	-13%	-11%	-7%	-3%	7	9	-6%	-7%
> CN1CCN(C(=O)C(=O)Nc2c3c(nn2-c2ccc(Cl)cc2)CSC3)CC1
→ x	x	x	-5%	x	4	x	21%	-3%
> CCN1CCN(c2ccc(S(=O)(=O)N3CCOCC3)cc2NC(=O)c2ccccc2SC)CC1
→ -2%	-1%	4%	0%	5%	4	1	-1%	-27%
> CCCCc1nc(NCCO)c(C#N)c2c1CCCC2
→ 3%	u	-30%	-2%	19%	4	-17	-17%	u
> O=C(CN1C(=O)c2ccccc2C1=O)N1CCN(c2nnc(-c3ccccc3)c3ccccc23)CC1
→ -4%	-8%	-4%	-13%	16%	2	10	u	u

# Back to the main list, starting two compounds before the break.
SMILES,SW480 rereplic,HT1080 IDH1KD tx,HT1080NT lethal,HEK293 tox,MCF10A rerep,D3 ag,IL1B secr inh,KB-3-1 tox,KB-V1 MDR tox
CC(C)c1nc(CNC(=O)CCc2nnc(-c3ccsc3)o2)cs1,-2%,3%,-3%,-6%,u,-4,35,-1%,-3%
CC(=O)c1nn(-c2ccc(Cl)cc2)cc1C(=O)c1ccccc1,-10%[9.22 µM],-18%,-5%,-7%,u,-2,-14,-20%,-11%
CC(NS(=O)(=O)c1ccc2c(c1)CC(=O)N2C)c1ccccc1 (stereo not given),-4%,-2%,1%,16%,-16%,-1,-1,2%,1%
CC(C)(C)c1ccc(C(O)c2ncc(-c3ccccc3Cl)[nH]2)cc1 (stereo not given),x,-1%,2%,1%,x,11,u,0%,3%
CC(=O)Nc1ccc(S(=O)(=O)N2CCN(S(=O)(=O)c3ccc(NC(C)=O)cc3)CC2)cc1,-3%,20%,6%,0%,0%,8,1,4%,8%
CCn1c2ccccc2c2cc(NC(=O)COC(=O)c3cc(S(N)(=O)=O)c(Cl)cc3Cl)ccc21,1%,u,0%,-11%,u,-4,80,13%,1%
CCOc1ccc(CNS(=O)(=O)c2cc(-c3cc(C)no3)ccc2OC)cc1OC,-2%,1%,3%,-7%,0%,8,31,-8%,-2%
O=C(NNC(=O)c1cccnc1)Nc1cccc2ccccc12,-6%,14%,11%,-1%,-14%,2,18,1%,8%
C/C(=N\NC(=O)c1ccc(N2CCCC2=O)cc1)c1ccncc1,-1%,2%,0%,-10%,0%,-2,-1,-4%,u
COc1ccc(NC(=O)CCS(=O)(=O)c2ccc3nc(C)sc3c2)cc1OC,3%,-3%,0%,3%,-3%,-11,27,1%,-21%
C/C(=N\NC(=O)c1c(Cl)c(C)nn1C)c1cccc(NC(=O)COc2ccc(Cl)cc2)c1,-1%,-1%,-15%,-10%,u,9,-12,-3%,u
C/C(=N\N1CCN(C2c3ccccc3-c3ccccc32)CC1)c1cccnc1,-2%,-2%,-11%,21%,24%,-17,-17,-12%,-15%
CC1=CC(c2ccccc2)NC(=S)N1 (stereo not given),x,-2%,-1%,-29%,5%,-8,0,8%,-6%
O=C(NCc1nc(-c2ccccc2)no1)c1cccs1,0%,0%,-5%,4%,-13%,12,9,4%,6%
O=C(NC(=S)Nc1ccc2c(c1)OCO2)c1ccc(Cl)cc1,2%,-12%,-25%,1%,14%,12,20,-6%,0%
CCN1C[C@@H]2[C@@H]3C(=O)N(Cc4ccccc4)C(=O)[C@@H]3[C@](C)(C1=O)N2C(=O)c1ccc(C)cc1,4%,3%,10%,7%,-21%,13,18,8%,-2%
Fc1ccc(N2CCN(c3ccc4c(C(F)(F)F)cc(C(F)(F)F)nc4n3)CC2)cc1,-7%,-1%,-1%,0%,1%,2,-24,-6%,11%
Cc1ccc2nc(-c3cccc(S(=O)(=O)N(C)C)c3)cn2c1,1%,5%,10%,-19%,13%,7,-14,10%,-11%
O=C(O)CCCNS(=O)(=O)c1ccc(Br)s1,5%,0%,-12%,19%,u,-3,11,8%,2%

# Compound activity deposited in PubChem BioAssay by National Center for Advancing Translational Sciences (NCATS).
